Compound activity deposited in PubChem BioAssay by several laboratories.
COUP-TFII inh – NR2F2 (human) inhibition, primary screen; actives 0.7% (n = 370,000); P24468; AID 686940; HEK293T NGFI-A luciferase reporter, luminescence; inhibition, % at 8.6 µM;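 active means inhibition above a per-plate cutoff, mean inhibition of test wells between control levels plus 3 SD, cut at about 38% in these data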;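 further: cells cotransfected with COUP-TFII expression vector driving the NGFI-A reporter; 0% = median of COUP-TF2 test wells and 100% = reporter-only cells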
NOD2 RIPK2 PPI – NOD2-RIPK2 protein interaction inhibition. O43353. CHO BLA complementation NOD2-RIPK2, CCF4 ratio. inhibition, % at 4.98 µM. actives 0.38% (n = 360,000). AID 624267; in the data active means inhibition above about 21%;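 further: 0% = vehicle only and 100% = reference blocker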
TLR9-MyD88 inh – TLR9-MyD88 interaction inhibition; inhibition, % at 4.98 µM; actives 0.21% (n = 340,000); AID 504734; Q9NR96+Q99836; CHO BLA complementation TLR9-MyD88, CCF4 FRET ratio;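 active means inhibition above the mean over all tested compounds plus 3 SD, cut at about 21% in these data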;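 further: 0% = DMSO only wells and 100% = clavulanate BLA inhibitor control wells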
TWEAK-Fn14 inh – TWEAK-Fn14 signaling inhibition; TWEAK-stimulated Fn14 reporter cells, luciferase luminescence, 8 h; inhibition, % at 10 µM; actives 2% (n = 360,000); AID 1159606; in the data active means inhibition above about 50%
NCOA3 inh – human NCOA3 inhibition. inhibition, % at 3.6 µM. Q9Y6Q9. HEK293 GAL4-SRC3 luciferase reporter, luminescence. actives 0.17% (n = 360,000);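 active means inhibition above a per-campaign cutoff, the mean of all compounds plus 3 SD, cut at about 60% in these data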;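 further: 0% = DMSO-treated cells and 100% = gossypol-treated cells at 36 µM; higher means less SRC3-driven luciferase light from the GAL4 reporter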
TROY signal inh – inhibitors of TROY-dependent NF-kB signaling | Q293 LMP1-TROYcd NF-kB luciferase reporter, 4 h | inhibition, % at 10 µM | actives 0.98% (n = 360,000) | AID 1347056;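 active means compounds whose plate-normalised and pattern-corrected inhibition of the luciferase reporter signal at the single screening dose is 50% or more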
NR5A2 inv ag – NR5A2 inverse agonism in reporter assay; O00482; HEK293T StAR-luciferase reporter, LRH-1 transfected, 24 h; inhibition, % at 3.6 µM; actives 0.13% (n = 360,000);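 active means inhibition above the mean inhibition of all tested compounds plus 3 SD, cut at about 73% in these data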;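 further: 0% = DMSO wells and 100% = reporter-only cells lacking LRH-1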
SRC1 inh – inhibits human SRC1 coactivator; HEK293 GAL4-SRC1 luciferase reporter, luminescence; inhibition, % at 3.6 µM; actives 0.12% (n = 360,000); AID 588354;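 active means inhibition above the campaign mean plus 3 SD, with each screening campaign given its own cutoff, cut at about 60% in these data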;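 further: 0% = DMSO treated cells and 100% = gossypol at 36 µM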
Target sequence (Q15788 whole entry, looked up, the tested form may be a part): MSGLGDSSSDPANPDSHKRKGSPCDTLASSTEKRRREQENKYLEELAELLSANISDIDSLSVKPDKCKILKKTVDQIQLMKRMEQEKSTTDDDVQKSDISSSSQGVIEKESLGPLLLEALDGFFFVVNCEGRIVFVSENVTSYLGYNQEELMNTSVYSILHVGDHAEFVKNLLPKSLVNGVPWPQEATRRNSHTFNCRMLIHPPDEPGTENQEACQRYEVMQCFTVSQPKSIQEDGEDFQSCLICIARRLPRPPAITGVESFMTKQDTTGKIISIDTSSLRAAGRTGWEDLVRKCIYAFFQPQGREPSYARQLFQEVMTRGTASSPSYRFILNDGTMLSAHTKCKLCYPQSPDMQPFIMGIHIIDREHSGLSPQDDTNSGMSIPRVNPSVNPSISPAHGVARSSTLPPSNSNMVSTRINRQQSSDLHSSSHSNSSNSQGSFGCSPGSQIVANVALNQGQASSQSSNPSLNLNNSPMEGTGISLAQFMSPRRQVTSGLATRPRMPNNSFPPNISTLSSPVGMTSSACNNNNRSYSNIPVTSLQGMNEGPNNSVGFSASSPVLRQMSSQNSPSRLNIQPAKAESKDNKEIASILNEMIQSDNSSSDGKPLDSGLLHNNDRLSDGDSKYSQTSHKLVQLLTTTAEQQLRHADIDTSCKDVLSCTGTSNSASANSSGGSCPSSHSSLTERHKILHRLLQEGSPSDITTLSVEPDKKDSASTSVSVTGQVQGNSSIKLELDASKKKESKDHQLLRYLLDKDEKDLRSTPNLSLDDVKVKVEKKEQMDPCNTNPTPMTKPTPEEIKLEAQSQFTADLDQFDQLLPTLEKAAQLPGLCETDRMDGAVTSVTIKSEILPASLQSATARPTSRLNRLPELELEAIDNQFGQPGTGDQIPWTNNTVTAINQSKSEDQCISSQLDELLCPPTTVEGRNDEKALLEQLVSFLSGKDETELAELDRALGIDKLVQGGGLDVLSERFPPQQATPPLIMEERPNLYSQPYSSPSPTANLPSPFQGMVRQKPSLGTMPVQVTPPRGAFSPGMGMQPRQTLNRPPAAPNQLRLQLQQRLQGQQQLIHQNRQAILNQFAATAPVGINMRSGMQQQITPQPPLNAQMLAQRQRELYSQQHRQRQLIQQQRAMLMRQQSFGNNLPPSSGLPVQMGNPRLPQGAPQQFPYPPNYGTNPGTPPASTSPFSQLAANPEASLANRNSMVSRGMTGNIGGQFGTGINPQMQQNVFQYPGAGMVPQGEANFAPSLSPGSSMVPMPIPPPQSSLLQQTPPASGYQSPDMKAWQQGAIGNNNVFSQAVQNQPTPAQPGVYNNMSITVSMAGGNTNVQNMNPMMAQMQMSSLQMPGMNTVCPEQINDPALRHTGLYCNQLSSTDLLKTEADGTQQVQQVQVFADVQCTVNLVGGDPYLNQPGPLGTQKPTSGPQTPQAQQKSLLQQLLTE
SRC2 inh – human SRC2 (NCOA2) inhibition; Q15596; HEK293 GAL4-SRC2 luciferase reporter, luminescence; inhibition, % at 9 µM; actives 0.17% (n = 370,000);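 active means inhibition above the mean inhibition of all tested compounds plus 3 SD, set per campaign, cut at about 52% in these data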;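 further: 0% = DMSO treated cells and 100% = cells given Gossypol at 36 µM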
TRAIL sens C8 – caspase-8 TRAIL sensitization; inhibition (viability loss, TRAIL sensitization), % at 10 µM; NB7+C8 cells + TRAIL, ATPlite viability luminescence; actives 1% (n = 360,000);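 active means compounds causing at least 50% loss of cell viability in the single-dose screen, relative to plate controls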
EBV LMP1 NFkB – inhibitors of Epstein-Barr LMP1-induced NF-kappaB reporter | LMP1-induced NF-kappaB luciferase reporter cells, luminescence | actives 0.69% (n = 350,000) | inhibition, % at 12.5 µM; in the data active means inhibition above about 41%;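 further: 0% = neutral control wells and 100% = reference inhibitor control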
* = called active by the depositor; x = not tested or not shown. Some of the compounds tested; count on the stated rates, not on these rows.

Results follow in this order: COUP-TFII inh, NOD2 RIPK2 PPI, TLR9-MyD88 inh, TWEAK-Fn14 inh, NCOA3 inh, TROY signal inh, NR5A2 inv ag, SRC1 inh, SRC2 inh, TRAIL sens C8, EBV LMP1 NFkB
> Cc1cccc(C)c1NS(=O)(=O)c1ccc(F)cc1
  -7, -1, 2, -4, 3, -3, 7, 1, 3, 5, -1
> COC(=O)CSC1=C(C#N)C(c2ccc(C)o2)CC(=O)N1 (stereo unspecified)
  0, 4, 5, 23, -8, -16, 2, -51, 18, -7, -9
> COc1cccc(C(C#N)N2CCCCC2)c1O (stereo unspecified)
  -5, -6, -9, 16, -5, 17, -1, -10, -4, 1, -1
> O=c1cc(COc2ncnc3c(Cl)cc(Cl)cc23)nc2sccn12
  -1, -2, 0, 7, 15, -1, -2, -9, -43, 2, 7
> O=C(NC1CCCCCC1)C1CCN(S(=O)(=O)c2c(Cl)cccc2Cl)CC1
  2, -4, 4, -18, -12, 12, 15, -15, -68, 9, -1
> Cc1ccccc1CNC(=O)CN(c1cccc([N+](=O)[O-])c1)S(C)(=O)=O
  4, -14, 2, -1, 13, 6, 3, -3, -8, 2, -1
> Cc1cccc(OC(C)C(=O)Nc2nc(-c3ccncc3)cs2)c1 (stereo unspecified)
  -5, 4, 3, 14, 3, 12, 4, -5, -2, 9, 2
> Cc1ccc(NC(=O)c2ccc(OC(=O)COc3ccc(Cl)cc3C)cc2)cc1
  -33, 0, 2, -8, -90, -44, -127, -117, -47, 33, -20
> COc1cccc(CNS(=O)(=O)c2ccc3c(c2)N(C(C)=O)CCS3)c1
  19, -5, -2, 4, 9, -26, 13, 1, -21, 14, 1
> CCCCCNC(=O)C(C#N)c1nc2ccccc2nc1N1CCCC1 (stereo unspecified)
  x, -6, 2, 19, 2, 7, -13, 7, x, -4, -5
> O=C(COc1ccccc1Cl)Nc1nc(-c2ccncc2)cs1
  11, -5, -6, 53*, -7, 37, -41, -4, 8, 3, 11
> CCCN(CC)c1ncnc2[nH]ncc12
  14, 3, -2, 67*, 65*, 40, 41, 65*, 55*, -22, 43*
> S=C(NCCSCc1ccc(Cl)c(Cl)c1)Nc1ccccc1
  5, -1, 2, -7, -7, 39, -16, 0, 25, 8, 1
> Cn1c(=O)c2c(nc(CN3CCN(C(=O)c4ccco4)CC3)n2Cc2ccccc2F)n(C)c1=O
  -8, -14, 0, -9, -20, 4, -36, 1, -28, 10, -10
> Oc1ccc(N=Nc2ccccc2)o1
  -22, -10, -4, 45, 13, -24, -7, -42, 9, 1, -1
> COc1ccc(NC(=O)c2ccc([N+](=O)[O-])cc2[N+](=O)[O-])c(OC)c1
  11, -12, 7, 5, 6, -1, 22, -2, 4, -4, -7
> COc1ccc(N2CCN(C(CNC(=O)c3ccc4c(c3)OCO4)c3cccnc3)CC2)cc1 (stereo unspecified)
  2, -8, -12, 4, -9, -7, -1, 9, -26, -5, 3
> Cc1c(NS(=O)(=O)c2ccccc2F)c(=O)n(-c2ccccc2)n1C
  12, -6, 6, 15, 10, -19, 6, 17, 0, 6, 1
> OC(CNC1CCCC1)COc1ccc(-c2ccccc2)cc1 (stereo unspecified)
  3, -3, 4, -13, 19, -25, -4, 7, 22, 6, 0
> CC(=O)N1CC(C)Sc2ccc(S(=O)(=O)NCCc3ccc(C)cc3)cc21 (stereo unspecified)
  29, 4, -6, 16, 10, 5, 22, 19, -1, 4, 13
> CCCOc1ccc(Br)cc1/C=N/O
  5, -8, -1, -14, 20, 3, -28, 3, -28, 21, 3
> O=C(Nc1ccc(S(=O)(=O)N2CCCC2)cc1)c1cc(=O)c2ccccc2o1
  16, 3, 1, -3, 10, -28, 2, -15, -12, -8, -12
> Cn1c(N)c(C(=O)COC(=O)COc2ccc(Cl)cc2Cl)c(=O)n(C)c1=O
  -13, 1, 3, 10, 3, -15, 25, -10, -20, -11, 3
> Cc1ccc(S(=O)(=O)N(C)C)cc1NC(=O)CSc1nnnn1-c1ccc(O)cc1
  5, -2, 2, 4, -14, -20, 4, -37, 8, 6, 11
> O=C(NCc1ccc(F)cc1F)[C@@H]1CCCN1C(=O)[C@@H]1CCCN1C(=O)c1ccc(Cl)cc1
  -2, -3, x, 14, x, 10, 4, x, -13, -2, x
> COc1cc2c(cc1OC)CN(C(=O)c1ccc(OC)c([N+](=O)[O-])c1)CC2
  6, -4, -10, 3, 7, -1, 1, -15, -33, 3, 1
> O=C(COc1ccc(F)c(Cl)c1)NC(=O)NC1CCCC1
  -1, 11, -1, -6, -2, -51, 2, -2, -44, -11, -11
> CCCCCCNS(=O)(=O)c1nc2nc(C)cc(C)n2n1
  1, 2, 1, 1, -21, -5, 11, 2, -16, -8, -1
> Cc1cccc2sc(NC(=O)C3CCCO3)nc12 (stereo unspecified)
  -40, 0, -3, -7, -42, -56, -61, -70, -19, -34, -39
> CC(C)CN(CCNC(=O)CN1C(=O)COc2ccc(S(=O)(=O)N3CCOCC3)cc21)CC(C)C
  -15, -2, -5, -17, -10, -8, -4, -4, -22, 0, -1

Rewritten with each value named: part of the list above
COc1cccc(C(C#N)N2CCCCC2)c1O (stereo unspecified)
- COUP-TFII inh: -5
- NOD2 RIPK2 PPI: -6
- TLR9-MyD88 inh: -9
- TWEAK-Fn14 inh: 16
- NCOA3 inh: -5
- TROY signal inh: 17
- NR5A2 inv ag: -1
- SRC1 inh: -10
- SRC2 inh: -4
- TRAIL sens C8: 1
- EBV LMP1 NFkB: -1

COc1ccc(NC(=O)c2ccc([N+](=O)[O-])cc2[N+](=O)[O-])c(OC)c1
- COUP-TFII inh: 11
- NOD2 RIPK2 PPI: -12
- TLR9-MyD88 inh: 7
- TWEAK-Fn14 inh: 5
- NCOA3 inh: 6
- TROY signal inh: -1
- NR5A2 inv ag: 22
- SRC1 inh: -2
- SRC2 inh: 4
- TRAIL sens C8: -4
- EBV LMP1 NFkB: -7

The listing picks up with the 2 entries that preceded the break.
Results follow in this order: COUP-TFII inh, NOD2 RIPK2 PPI, TLR9-MyD88 inh, TWEAK-Fn14 inh, NCOA3 inh, TROY signal inh, NR5A2 inv ag, SRC1 inh, SRC2 inh, TRAIL sens C8, EBV LMP1 NFkB
> Cc1cccc2sc(NC(=O)C3CCCO3)nc12 (stereo unspecified)
  -40, 0, -3, -7, -42, -56, -61, -70, -19, -34, -39
> CC(C)CN(CCNC(=O)CN1C(=O)COc2ccc(S(=O)(=O)N3CCOCC3)cc21)CC(C)C
  -15, -2, -5, -17, -10, -8, -4, -4, -22, 0, -1
> O=C(c1ccco1)N1CCN(C2CN(C3CCCCC3)S(=O)(=O)C2)CC1 (stereo unspecified)
  6, 4, x, 14, -17, 17, -7, 1, -33, 7, x
> COc1ccccc1C(=O)NC1CCCc2ccccc21 (stereo unspecified)
  2, 3, -1, -5, 5, -3, 8, 9, -5, 4, -4
> CCOC(=O)c1ccc(NC(=O)NCc2cccnc2)cc1
  5, 8, -11, 1, -6, -10, 21, -14, 26, -11, -13
> CCN(CC)S(=O)(=O)c1ccc(/C=C/C(=O)Nc2ccccc2N2CCOCC2)cc1
  6, -1, 1, 8, 22, 16, 10, 9, 13, 17, -12
> CCNc1nc2c(c(=O)n(Cc3ccccc3)c(=O)n2C)n1Cc1ccccc1
  20, 4, -15, 11, 9, -22, -20, -11, 0, -1, 2
> COc1ccc(CC(=O)OCC(=O)Nc2ccc(F)cc2)cc1
  4, 0, -7, -7, 6, 8, -2, -23, -8, -7, 0
> CCN(C[C@H]1N[C@@](Cc2ccccc2)(C(=O)OC)[C@H]2C(=O)N(C)C(=O)[C@@H]12)C(=O)c1ccc(C(C)(C)C)cc1
  5, -8, 4, -12, 3, -4, 15, -4, 11, 2, -4
> Cc1cccc(N2N=C(C(=O)N3CC(=O)Nc4ccccc43)CCC2=O)c1
  0, -4, -6, 6, 4, 5, 6, -21, -7, 1, 8
> COc1ccccc1Cn1c(CCCO)nc2ccccc21
  -2, -11, -9, 5, 10, -9, -19, -12, -11, 3, -4
> O=C(c1ccco1)N(CCC(c1ccccc1)c1ccco1)Cc1ccc(F)cc1 (stereo unspecified)
  x, -7, -2, 13, -7, 20, 14, 16, x, 3, 6
> COc1ccc(Oc2nc(SC)nc3ccccc23)cc1
  1, -9, 1, 5, 14, -12, 0, -2, 2, -3, -1
> COCCN1C(=O)N(c2cccc(OC)c2)C(=O)C1CC(=O)Nc1cccc(F)c1 (stereo unspecified)
  -6, 4, -6, 0, -10, 5, -30, 9, -34, 6, 4
> CSc1nc(Cc2ccc(Cl)cc2)nc2ccccc12
  2, -7, -6, 17, 19, -9, 11, -33, -1, -17, 7
> CCOC(=O)c1ccc(CSc2nnc(C)n2N)o1
  8, -15, -4, 9, -1, 1, 0, -6, -2, 28, 4
> O=C(O)c1ccc(N=Nc2c(O)[nH]c3ccc(Br)cc23)cc1
  -17, 9, -12, 30, -104, -26, -101, -69, -83, -10, -41
> C=CCn1c(SCC(=O)O)nc2sc(CC)cc2c1=O
  17, -5, -6, 16, 9, 0, 8, -8, -21, -8, -3
> FC(F)Oc1ccccc1NC(=S)Nc1cccc(Cl)c1Cl
  12, -3, -9, 16, 16, 8, 4, -4, 5, -1, 1
> COC(=O)c1ccc(CNC(=O)COC(=O)C23CC4CC(CC(C4)C2)C3)cc1
  -10, -5, -3, 1, 15, 11, 1, 13, 20, 1, -4
> Cc1cccc(C)c1Nc1nnc(SC/C(O)=C(\C#N)c2nc3ccccc3[nH]2)s1
  -2, -22, 2, 24, 6, -1, 13, 6, 5, 2, -10
> O=C(Nn1c(-c2ccc(Cl)cc2)nc2ccccc2c1=O)c1cccnc1Cl
  -7, -11, 6, -7, 9, -16, 8, -9, 12, -3, 14
> CC(=O)Nc1ccc(N(C(=O)Cn2nnc3ccccc32)C(C(=O)NC2CCCC2)c2ccc(O)c(O)c2)cc1 (stereo unspecified)
  17, -5, 2, 1, -5, 8, 14, -5, -19, -8, -6
> O=C1NC(=S)SC1=Cc1ccccc1Cl
  -15, -7, 0, -12, -10, 13, -7, -8, -17, -4, -3
> Cc1cccc(-c2nnc(SCC(=O)NC3CC3)n2C)c1
  -4, -8, -3, -14, 4, 30, 6, 12, 1, -11, 1
